ARFGAP1 inh: inhibitors of rat ARFGAP1 GAP activity, primary screen, biochemical, fluorescence polarization, GDP tracer | ADP-ribosylation factor GTPase-activating protein 1 (Rattus norvegicus), Q62848 | Arfgap1-stimulated ARF1 GTP hydrolysis, GDP FP detection | inhibition, % at 16.5 µM | 0.26% of 360,000 active | AID 651572, 2012;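 active means inhibition above a per-plate limit, mean inhibition of low control wells plus 3 SD, cut at about 25% in these data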;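 further: 0% = DMSO wells with enzyme and 100% = wells lacking Arfgap1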
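Assay system: purified rat His6-Arfgap1 residues 1-136 (GAP domain); Reagent: human Δ17 ARF1 bound to GTP; Dosing: 16.5 µM single point, 1.26% DMSO; Times: GTP hydrolysis reaction 2 h at 25 °C; Signal: FP, GDP Alexa 633 tracer displaced from anti-GDP antibody, 620/688 nm; Measure: % inhibition from polarization.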
PLCb3 inh: human PLC-beta3 inhibitors, primary screen, biochemical, fluorescence | 1-phosphatidylinositol 4,5-bisphosphate phosphodiesterase beta-3 (Homo sapiens), Q01970 | Purified PLC-beta3, fluorogenic substrate | inhibition, % at 12.2 µM | 0.18% of 370,000 active; in the data active means inhibition above about 11%;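 further: 0% = median of compound wells on plate and 100% = full blocker control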
NR1D1 modulator: modulators of Rev-erb alpha DNA binding, primary screen, biochemical, FITC-DNA, fluorescence polarization, uHTS | Nuclear receptor subfamily 1 group D member 1 (Homo sapiens), P20393 | Rev-erbα–FITC-DNA binding, 90 min | activity, % at 10 µM | 0.79% of 370,000 active;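 active means activity above about 14%, limit read from the data; passing the limit was not always enough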;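 further: 0% = DMSO wells with 35 nM protein and 100% = DMSO wells with 750 nM protein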
Target sequence (P20393 whole entry, looked up): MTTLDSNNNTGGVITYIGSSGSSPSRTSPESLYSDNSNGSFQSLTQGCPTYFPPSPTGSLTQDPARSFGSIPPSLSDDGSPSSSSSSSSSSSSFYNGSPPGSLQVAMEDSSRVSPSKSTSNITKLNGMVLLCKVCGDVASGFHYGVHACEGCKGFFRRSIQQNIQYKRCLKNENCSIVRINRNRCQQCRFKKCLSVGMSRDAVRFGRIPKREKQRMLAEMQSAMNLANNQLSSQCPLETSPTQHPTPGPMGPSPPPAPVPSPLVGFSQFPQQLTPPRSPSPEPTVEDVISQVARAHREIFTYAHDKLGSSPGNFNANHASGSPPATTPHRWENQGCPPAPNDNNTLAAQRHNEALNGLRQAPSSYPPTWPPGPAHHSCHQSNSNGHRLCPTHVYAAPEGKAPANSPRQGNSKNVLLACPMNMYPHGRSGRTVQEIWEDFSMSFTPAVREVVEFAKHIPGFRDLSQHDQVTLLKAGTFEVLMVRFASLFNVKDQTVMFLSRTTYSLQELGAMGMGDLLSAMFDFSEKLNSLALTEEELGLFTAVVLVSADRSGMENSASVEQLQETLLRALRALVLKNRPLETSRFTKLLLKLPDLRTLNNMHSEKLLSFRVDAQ
UHRF1 MBD2 ctr: UHRF1 methylated DNA binding inhibitors, primary screen, counter-screen for MBD2 inhibitor project, biochemical, TR-FRET, human UHRF1, single concentration | UHRF1 binding to methylated oligo | inhibition, % at 4.4 µM | 0.75% of 370,000 active; in the data active means inhibition above about 21%;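 further: UHRF1 SRA domain binding a hemimethylated CpG hairpin DNA probe; 0% = median of test compound wells and 100% = reference inhibitor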
PLC-gamma1 inh: PLC-gamma1 enzyme inhibitors, primary screen, biochemical, fluorescence, purified enzyme | fluorogenic substrate | inhibition, % at 12.2 µM | 0.84% of 370,000 active | AID 720700, 2013; in the data active means inhibition above about 9.5%
sPLA2-III inh: human group III sPLA2 inhibitors, primary screen, biochemical, QFRET, BODIPY PC-A2 liposome substrate. QFRET BODIPY PC-A2 liposome hydrolysis, fluorescence. AID 743126, 2013. inhibition, % at 12.2 µM. 0.56% of 370,000 active. Group 3 secretory phospholipase A2 (Homo sapiens), Q9NZ20;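 active means inhibition above mean plus 3 SD of compounds lying within the high and low control bounds, cut at about 19% in these data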;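 further: 0% = median of test compound wells and 100% = no enzyme DMSO wells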
DDE Tn7 FP inh: inhibitors of Tn7 peptide binding to fibrin DD(E), primary screen, biochemical, fluorescence polarization, human fibrin, Tn7 probe | 0.13% of 370,000 active | FP displacement of FITC-Tn7 peptide from fibrin DD(E); 0% = median of compound wells per plate | AID 720508, 2013 | inhibition, % at 8.3 µM;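 active means inhibition above the mean of compounds falling within the control limits plus 3 SD of them, cut at about 14% in these data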;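 further: 0% = plate median of compound wells and 100% = 10 µM Aha-Tn7 peptide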
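Assay system: Fibrin-DD(E) protein isolated from polymerized human fibrin clots; read-out basis: percent inhibition; medium: Tris/NaCl/CaCl2 buffer, pH 7.8; signal: FP measurement; incubation: 10 min plus 3 h, room temperature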
proKLK7 act: proKLK7 zymogen activators, primary screen, biochemical, fluorescence intensity; Kallikrein-7 (Homo sapiens), P49862; purified proKLK7, EDANS-DABCYL substrate fluorescence; 100% is mature enzyme control, 0% vehicle; activation, % at 7 µM; 0.9% of 370,000 active;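 active means activation above the mean of all tested compounds plus 3 SD, computed per campaign excluding outliers beyond control limits, cut at about 13% in these data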
ASAP1 GAP inh: inhibitors of human ASAP1 ArfGAP activity, primary screen, biochemical, fluorescence polarization; Arf-GAP with SH3 domain, ANK repeat and PH domain-containing protein 1 (Homo sapiens), …; ASAP1-stimulated ARF1 GTP hydrolysis, GDP FP detection; inhibition, % at 16.5 µM; 0.19% of 360,000 active; in the data active means inhibition above about 25%;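 further: 0% = vehicle with enzyme and substrate and 100% = no enzyme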
Target sequence (Q9ULH1 325-724 limits assumed): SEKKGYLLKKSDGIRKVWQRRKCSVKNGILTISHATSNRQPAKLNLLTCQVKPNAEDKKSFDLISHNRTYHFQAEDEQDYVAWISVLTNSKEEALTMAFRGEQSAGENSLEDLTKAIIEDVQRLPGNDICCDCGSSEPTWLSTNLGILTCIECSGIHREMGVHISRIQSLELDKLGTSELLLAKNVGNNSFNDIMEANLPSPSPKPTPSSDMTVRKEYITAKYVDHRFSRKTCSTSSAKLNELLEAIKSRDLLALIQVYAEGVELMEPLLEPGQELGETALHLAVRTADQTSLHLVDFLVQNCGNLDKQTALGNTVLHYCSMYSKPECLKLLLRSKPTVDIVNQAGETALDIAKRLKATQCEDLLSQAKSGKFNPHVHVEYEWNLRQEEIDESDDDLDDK
Tn6 DDE FP: inhibitors of Tn6 peptide binding to fibrin DD(E), primary screen, biochemical, fluorescence polarization, human fibrin, Tn6 probe | Fibrin DD(E) TRITC-Tn6 fluorescence polarization displacement | Fibrinogen beta chain (Homo sapiens), P02675 | inhibition, % at 8.3 µM | 0.21% of 370,000 active;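 active means inhibition above a per-campaign cutoff: mean of compounds within control limits plus 3 SD, cut at about 15% in these data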;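 further: 0% = median of all compound wells on the plate and 100% = blocking peptide control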
The depositor's hits bear a star.

SMILES	ARFGAP1 inh	PLCb3 inh	NR1D1 modulator	UHRF1 MBD2 ctr	PLC-gamma1 inh	sPLA2-III inh	DDE Tn7 FP inh	proKLK7 act	ASAP1 GAP inh	Tn6 DDE FP
CN(c1ccc(OCCOc2ccccc2Cl)cc1)S(=O)(=O)c1ccccc1	-4	-3	3	11	-3	3	-3	1.2	1	7
CC(=O)c1cccc(NC(=O)C2C(c3ccccc3)C2(Cl)Cl)c1 (stereo not drawn)	1	-4	-2	-1	-2	-7	1	0.6	-21	-4
CCOC(=O)c1cc(=O)[nH]c2ccccc12	0	-101	-3	-4	-72	0	11	-0.5	-5	-6
COc1cc(/C=N/Nc2nncn2N)ccc1OCc1c(C)no[n+]1[O-]	-2	0	-1	8	9	-7	8	-3.5	5	0
CCN(C[C@H]1N[C@@](C)(C(=O)OC)[C@H]2C(=O)N(C)C(=O)[C@@H]12)S(=O)(=O)c1ccc(OC)cc1	-2	2	3	-3	-6	3	9	0.2	-6	7
O=C(Nc1cccnc1Cl)c1cc(-c2cccc(O)c2)on1	15	-4	-19	2	2	-5	-5	-0.8	0	-1
O=C(Nc1c(S(=O)(=O)c2ccccc2)csc1Br)c1ccccc1Cl	4	-1	1	4	2	2	-2	0.0	-4	7
C#CCOCCOCCOCCNc1nc(N2CCN(C(=O)Cn3cc(CCCCN)nn3)CC2)nc(N2CCN(C(=O)[C@H](C)n3cc(CCC(=O)O)nn3)CC2)n1	0	0	0	0	-2	4	3	-0.1	1	7
COc1cc(Nc2ncnc(N)n2)cc(OC)c1	14	-8	-4	4	-4	5	1	-0.5	-10	-1
CC(C)C(OC(=O)c1cccs1)C(=O)NC1CCCCC1 (stereo not drawn)	-18	3	-1	5	-3	1	-1	0.6	-5	5
Cc1ccc(NC(=O)C2CCCN(C(=O)c3ccc(Cl)cc3)C2)cc1S(=O)(=O)N1CCOCC1 (stereo not drawn)	2	-1	0	9	3	-6	1	0.5	4	1
C[C@@H](NC(=O)[C@@H]1CCCN1C(=O)[C@@H]1CCCN1C(=O)c1cccc(Cl)c1)c1ccccc1	9	-3	-3	2	2	16	-6	-0.4	6	-11
COCCCn1c(SCC(=O)NC2CCCC2)nnc1-c1cccs1	0	-4	-3	1	1	6	-8	0.1	0	10
Cc1cc(NC(=O)CSc2nnc(-c3ccco3)n2C)no1	2	-5	1	7	-2	10	3	-0.2	5	-2
C[C@H]1CN([C@@H](C)CO)C(=O)CCCn2nncc2CO[C@@H]1CN(C)S(=O)(=O)c1cccs1	5	1	-3	0	0	7	-4	0.2	-12	1
O=C(COc1ccccc1-c1ccccc1)N/N=C/c1cccc2ccccc12	-3	0	8	-2	0	4	1	0.5	-11	-1
CCOC(=O)[C@H]1[C@H]2COc3ccc(OC)cc3[C@@H]2N2C(=O)CN(Cc3ccc(OC)cc3)C(=O)[C@@]12C	-4	-5	2	-2	-5	-10	-1	0.9	-3	7
CCC(C)(C)C1CCc2[nH]nc(C(=O)NCc3ccccn3)c2C1 (stereo not drawn)	3	1	-3	-3	2	-25	2	-0.5	-9	-7
COc1ccc(O)c(CN2CC3CCC(CC3)C2)c1	-5	0	0	4	5	5	-3	0.7	-3	1
CCOC(=O)Cn1c(-c2cccnc2Cl)nc2cc(Cl)c(Cl)cc21	-7	-8	1	-5	-6	-1	0	0.2	-6	-4

A different layout for 2 compounds above:
Values run as follows: ARFGAP1 inh | PLCb3 inh | NR1D1 modulator | UHRF1 MBD2 ctr | PLC-gamma1 inh | sPLA2-III inh | DDE Tn7 FP inh | proKLK7 act | ASAP1 GAP inh | Tn6 DDE FP
> Cc1ccc(NC(=O)C2CCCN(C(=O)c3ccc(Cl)cc3)C2)cc1S(=O)(=O)N1CCOCC1 (stereo not drawn)
  2 | -1 | 0 | 9 | 3 | -6 | 1 | 0.5 | 4 | 1
> O=C(Nc1c(S(=O)(=O)c2ccccc2)csc1Br)c1ccccc1Cl
  4 | -1 | 1 | 4 | 2 | 2 | -2 | 0.0 | -4 | 7

No new results follow: four of the compounds above.
SMILES	ARFGAP1 inh	PLCb3 inh	NR1D1 modulator	UHRF1 MBD2 ctr	PLC-gamma1 inh	sPLA2-III inh	DDE Tn7 FP inh	proKLK7 act	ASAP1 GAP inh	Tn6 DDE FP
CCOC(=O)[C@H]1[C@H]2COc3ccc(OC)cc3[C@@H]2N2C(=O)CN(Cc3ccc(OC)cc3)C(=O)[C@@]12C	-4	-5	2	-2	-5	-10	-1	0.9	-3	7
CCC(C)(C)C1CCc2[nH]nc(C(=O)NCc3ccccn3)c2C1 (stereo not drawn)	3	1	-3	-3	2	-25	2	-0.5	-9	-7
COc1ccc(O)c(CN2CC3CCC(CC3)C2)c1	-5	0	0	4	5	5	-3	0.7	-3	1
CCOC(=O)Cn1c(-c2cccnc2Cl)nc2cc(Cl)c(Cl)cc21	-7	-8	1	-5	-6	-1	0	0.2	-6	-4

Further compounds
SMILES	ARFGAP1 inh	PLCb3 inh	NR1D1 modulator	UHRF1 MBD2 ctr	PLC-gamma1 inh	sPLA2-III inh	DDE Tn7 FP inh	proKLK7 act	ASAP1 GAP inh	Tn6 DDE FP
O=C1C(=O)N(c2ccccn2)C(c2ccc(F)cc2)/C1=C(/O)c1ccc(Br)cc1 (stereo not drawn)	0	-8	-2	1	-1	-7	0	0.5	-12	-5
COc1cc(/C=N/O)cc(Br)c1OCc1cccc(Cl)c1	3	-3	7	2	-1	-16	2	-0.8	2	-1
COc1ccc(CCC(=O)Nc2cccc(Cl)c2)cc1	15	0	1	-1	4	5	2	0.3	-3	-3
COc1ccccc1N1CN(S(=O)(=O)c2ccc(C)cc2)c2nc3ccccc3nc21	2	-38	-1	1	-37	-11	9	0.0	-15	-6
CC(C)(C)C(=O)OC/C(N)=N/OC(=O)c1ccccc1	4	-2	-3	-2	3	-5	-6	-0.2	-5	-1
C#CCN(C[C@@H]1[C@@H](OC(=O)NCc2ccco2)[C@@H](OC(=O)NCc2ccco2)Cn2c(=O)ccc(=O)n21)S(=O)(=O)c1ccc(C)cc1	-1	-6	-6	-2	-3	-11	7	0.1	-1	11
COc1ccc(C2C3=C(CC(C)(C)CC3=O)Nc3n[nH]c(C)c32)cc1 (stereo not drawn)	5	-375	-1	-1	-295	0	1	9.2	4	-3
N/C(=N\S(=O)(=O)c1cccs1)c1ccccc1	4	-2	-6	0	-1	1	2	-0.1	3	-7
CC(C)CC1NC(=O)N(Cc2cc(=O)n3ccsc3n2)C1=O (stereo not drawn)	1	-6	1	-2	-4	3	1	0.1	1	-3
COc1ccc(Br)c2c1C(=O)CC2	-2	-4	5	-1	1	-5	-6	0.6	-10	3
O=C1C(Cl)=C(N2CCCCCC2)C(=O)N1c1ccccc1Cl	7	-29	6	0	-19	-7	-5	0.0	4	5
CCN(CC)S(=O)(=O)c1ccc(Cl)c(NC(=O)COC(=O)c2nc3nc(C)cc(C)n3n2)c1	1	-6	-1	-1	0	-3	3	0.3	-7	3
O=c1oc([C@@H](O)c2ccccc2)cc2ccccc12	3	3	0	-1	-2	-2	-3	0.2	3	5
CN(C)S(=O)(=O)Oc1cc(Cl)ccc1C(=O)Nc1ccc(F)cc1F	14	-2	-4	2	-1	-1	-1	-0.3	-4	1
COc1ccc(OC)c(CNC(=O)CCn2c(=O)c3cccn3c3ccc(F)cc32)c1	-8	-10	3	0	-1	5	-5	0.2	4	1
CCOC(=O)c1cn(CC(=O)Nc2ccc(C(C)C)cc2)nn1	3	2	0	-1	1	6	1	0.4	-10	12
COc1ccc(Br)cc1S(=O)(=O)N1CCN=C1c1ccccc1	-9	-3	-4	0	0	-6	5	0.1	-12	-4
OC1COC(c2ccccc2)OC1C(O)C1OC(c2ccccc2)OCC1O (stereo not drawn)	4	0	1	2	1	5	-3	-0.1	-3	-6
COC(=O)c1ccc(COc2ccc(C(C)(C)C)cc2)o1	7	-8	-4	3	0	4	0	-0.4	-21	-2
Cc1cccc(Oc2ncnc3onc(C)c23)c1	-1	-3	-5	0	1	3	1	1.1	-7	4

Pulled one by one from above:
SMILES	ARFGAP1 inh	PLCb3 inh	NR1D1 modulator	UHRF1 MBD2 ctr	PLC-gamma1 inh	sPLA2-III inh	DDE Tn7 FP inh	proKLK7 act	ASAP1 GAP inh	Tn6 DDE FP
Cc1cc(NC(=O)CSc2nnc(-c3ccco3)n2C)no1	2	-5	1	7	-2	10	3	-0.2	5	-2
O=C(Nc1c(S(=O)(=O)c2ccccc2)csc1Br)c1ccccc1Cl	4	-1	1	4	2	2	-2	0.0	-4	7
CCOC(=O)Cn1c(-c2cccnc2Cl)nc2cc(Cl)c(Cl)cc21	-7	-8	1	-5	-6	-1	0	0.2	-6	-4

Going on with the list.
SMILES	ARFGAP1 inh	PLCb3 inh	NR1D1 modulator	UHRF1 MBD2 ctr	PLC-gamma1 inh	sPLA2-III inh	DDE Tn7 FP inh	proKLK7 act	ASAP1 GAP inh	Tn6 DDE FP
COc1cccc(CN(C)CC(=O)Nc2cc(S(=O)(=O)N3CCCC3)ccc2Cl)c1OC	-11	-1	3	1	6	-10	-3	0.4	-3	-5
CCOC(=O)c1ccc(Nc2cc(C)nc(N3CCOCC3)n2)cc1	14	-196	-5	1	-150	2	-2	-0.4	17	1
CCOC(=O)c1ccc(-c2csc(NC(=O)CN3CCC(C)CC3)n2)cc1	-7	-37	10	3	-21	-5	4	-0.6	1	-2
Cc1ccc(S(=O)(=O)N2CCOC2CNC(=O)C(=O)NCc2ccncc2)cc1 (stereo not drawn)	4	0	-1	-2	-2	2	2	0.3	-13	3
CCOC(=O)c1[nH]c(C)c(C(=O)NCCC2=CCCCC2)c1C	1	0	-1	-1	0	-2	3	0.4	-2	1
O=C(Nc1ccc2c(c1)C(=O)OC2)c1ccc(Cl)cc1Cl	-5	1	1	2	1	0	-3	0.2	10	3
O=C(O)c1ccc(NC(=O)c2ccccc2NC(=O)c2cccc(Br)c2)cc1	7	-5	6	1	-1	0	-1	-0.6	3	1
O=C(Nc1ncnc2c1CCC2)C12CC3CC(CC(C3)C1)C2	13	0	0	2	-2	-2	-2	0.3	11	-4
COCCNC(=O)C1(C)C=CC2(CCCCC2)N1C(=O)c1ccccc1 (stereo not drawn)	-12	1	1	0	-1	6	3	0.5	-6	11
O=C1CCCC2=C1C(c1ccsc1)CC(=O)N2c1ccccc1 (stereo not drawn)	4	0	2	-2	-2	4	2	-0.3	6	1

Screening results (PubChem)
